PDI inh: PDI (human) enzyme inhibition. P07237. inhibition, % at 10 µM. 350,000 tested, 0.052% active. AID 588391. PDI insulin aggregation turbidity, A650, 90 min;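 active = mean inhibition across replicates of 30% or more, whatever share of single replicates reach that level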;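 note: absorbance from insulin aggregation driven by PDI reduction with DTT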
m5-HT2A agonist: agonists of mouse serotonin 5-HT2A receptor (HTR2A). CHO-K1 mHTR2A beta-arrestin complementation, luminescence; percent of 30 µM serotonin response. P35363. activation, % at 7.6 µM. 360,000 tested, 0.66% active;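 active = activation above a run cutoff, the mean activation of all tested compounds plus 3 SD, cut at about 14% in these data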;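 note: 0% = plate median of compound wells and 100% = 30 µM serotonin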
MC4R antagonist: blocks human MC4R cAMP signaling | P32245 | MC4R-expressing cells, MTII-stimulated cAMP, LANCE TR-FRET | inhibition, % at 6.5 µM | 360,000 tested, 0.48% active;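 active = inhibition above its plate's cutoff, the mean of tested wells on that plate plus 3 SD, cut at about 29% in these data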;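 note: 0% = Melanotan II alone and 100% = Melanotan II plus saturating MCL0020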
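system = U2OS cells with stable human MC4R expression | also added = Melanotan II challenge after compound preincubation | dosing = one concentration, 6.5 µM nominal | incubation = compound 30 min, challenge 1 h, detection 1 h | measured by = TR-FRET with Eu-cAMP and labeled anti-cAMP, 671 nm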
H9c2 protect: modulators protecting cardiomyocytes from myocardial damage; H9c2 cardiomyocytes, H2O2 injury protection, ATPLite, 2 h; protection from H2O2 cell death, % at 20 µM; 360,000 tested, 0.63% active; AID 588492;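 active = compounds giving at least 50% protection of heart cells from peroxide-induced death in the single-dose screen, raw or plate-pattern-corrected value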;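 note: 0% = DMSO wells with peroxide and 100% = DMSO wells without peroxide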
MC4R ag barr: activates human MC4R beta-arrestin recruitment; AID 540308; activation, % at 8.9 µM; 360,000 tested, 0.98% active; U2OS MC4R beta-arrestin complementation, luminescence; percent of melanotan II response, DMSO zero;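 active = activation above a per-plate cutoff, the mean activation of sample wells on that plate plus 3 SD, cut at about 8% in these data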
ABCB6 inh MLPCN: human ABCB6 transporter inhibition | K562-ABCB6 porphyrin accumulation, flow cytometry, 1 h; stronger effect = lower value | 360,000 tested, 0.19% active | Q9NP58 | fluorescence ratio to DMSO, % at 10 µM;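 active = fluorescence ratio to DMSO below 75%, the collection mean minus 3 SD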;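 note: signal is porphyrin accumulated inside mitochondria; 100% equals median channel fluorescence of DMSO control wells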
CaV13 ICDI inh: Primary screen for inhibitors of IQ motif and Ca2+-dependent inactivation inhibitor domain binding in CACNA1D, Förster resonance energy transfer in living cells, …; HEK cells, CFP/YFP FRET ICDI-IQ, plate reader, 10 min; percent FRET-ratio fall versus neutral wells; inhibition, % at 12.3 µM; 340,000 tested, 0.098% active; AID 743397;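 active = mean replicate inhibition of at least 30% and at least 1% of replicates passing that level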;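 note: 0% = median of the neutral control wells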
ABHD5 PLIN5 PPI: blocks binding of human ABHD5 to perilipin-5. inhibition, % at 4 µM. 360,000 tested, 0.78% active. Split G. princeps luciferase complementation, luminescence, 4 h. Q00G26+Q8WTS1;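 active = inhibition above the mean inhibition across every tested compound plus 3 SD, cut at about 22% in these data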;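 note: 0% = DMSO only wells and the 100% control is not disclosed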
Target sequence (Q00G26 whole entry, looked up): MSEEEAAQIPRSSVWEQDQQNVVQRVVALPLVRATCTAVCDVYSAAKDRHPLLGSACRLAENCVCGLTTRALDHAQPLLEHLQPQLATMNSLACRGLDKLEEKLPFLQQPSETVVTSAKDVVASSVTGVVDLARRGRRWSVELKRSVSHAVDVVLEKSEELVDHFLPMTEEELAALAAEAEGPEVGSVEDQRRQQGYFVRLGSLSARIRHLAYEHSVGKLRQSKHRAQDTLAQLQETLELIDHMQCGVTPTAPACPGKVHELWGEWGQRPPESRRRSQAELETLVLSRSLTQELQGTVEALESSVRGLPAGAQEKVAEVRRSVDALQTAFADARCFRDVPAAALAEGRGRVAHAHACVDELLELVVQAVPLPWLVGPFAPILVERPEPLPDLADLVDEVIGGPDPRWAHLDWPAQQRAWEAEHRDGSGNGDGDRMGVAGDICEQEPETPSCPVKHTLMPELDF
Target sequence (Q8WTS1 whole entry, looked up): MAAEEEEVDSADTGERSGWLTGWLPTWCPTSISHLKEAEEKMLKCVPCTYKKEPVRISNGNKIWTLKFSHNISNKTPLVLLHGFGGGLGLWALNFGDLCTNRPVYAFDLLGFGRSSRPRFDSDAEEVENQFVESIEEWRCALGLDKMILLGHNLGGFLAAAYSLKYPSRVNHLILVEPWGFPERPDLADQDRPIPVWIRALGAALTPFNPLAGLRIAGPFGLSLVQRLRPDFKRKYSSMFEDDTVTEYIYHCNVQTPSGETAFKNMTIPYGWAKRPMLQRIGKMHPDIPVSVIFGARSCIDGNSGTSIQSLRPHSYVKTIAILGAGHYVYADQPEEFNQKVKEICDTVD
Glyco luc inh: blocks N-linked glycosylation in D54 reporter cells; D54 ERlucT glycosylation luciferase reporter, 24 h; percent of 100 nM tunicamycin response; reporter increase, % at 12.5 µM; 360,000 tested, 0.23% active; AID 588692;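 active = mean luciferase reporter signal, scaled so untreated is 0 and the glycosylation-blocking control 100, at or above a set limit in every replicate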;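 note: luciferase carries N-glycosylation sites so blocking glycosylation raises the light; 0% = median of neutral control wells and 100% = median of 100 nM tunicamycin wells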
Granule exo inh: lytic granule exocytosis inhibition. TALL-104 LAMP-1 surface exposure, flow cytometry; cells stimulated with thapsigargin and PMA. inhibition, % at 10 µM. 360,000 tested, 0.66% active;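 active = inhibition above about 55%, limit read from the data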
* = called active by the depositor; . = not tested or not shown; & = joins results of further samples.

Value order: PDI inh	m5-HT2A agonist	MC4R antagonist	H9c2 protect	MC4R ag barr	ABCB6 inh MLPCN	CaV13 ICDI inh	ABHD5 PLIN5 PPI	Glyco luc inh	Granule exo inh
> O=C(COC(=O)C1CCN(c2ccc(C(F)(F)F)cn2)CC1)NCc1cccc(Cl)c1
→ -3	6	10	-9	1.4	101	-5	2	0	-8
> CCOc1ccc(CCNC(=O)C2CCN(S(=O)(=O)N3CCC(C)CC3)CC2)cc1OCC
→ -10	0	8	-1	-0.4	96	-10	6	0	1
> CCOC(=O)C1=C(C)N(CCO)C(=O)NC1c1ccccc1 (centres undefined)
→ -1	-2	3	2	2.0	97	-6	3	4	-1
> Cc1ccc(CN2CCN(Cc3c(C)nn(-c4ccc(F)cc4)c3C)CC2CCO)o1 (centres undefined)
→ 4	-5	5	-10	0.9	90	8	-4	1	-3
> CC(C)(C)NC(=O)CC1C[C@H](C(=O)N2CCOCC2)[C@@]2(CCC3CCCC3)c3[nH]c4ccccc4c3CCN2C1=O (some centres undefined)
→ 4	11	12	1	2.7	108	-6	-3	-1	-1
> COCCNc1nc(Nc2ccccc2Cl)c2sccc2n1
→ -3	-7	-14	-12	0.5	97	-4	-1	12	17
> O=C(CSc1nnc2n(C3CCCC3)c(=O)c3ccccc3n12)N1CCCCCC1
→ 0	7	11	7	-1.4	92	-8	-14	2	-3
> O=C1c2ccccc2-c2nc3ccccc3n21
→ -5&1	8&1	10&4	-8&-10	0.4&1.7	104&99	-4	-6&1	-3&2	-4&-2
> Cc1ccccc1NC(=O)c1cc(S(=O)(=O)N2CCOCC2)ccc1F
→ -1	0	-5	-5	2.8	112	-5	9	0	-1
> COCCCn1c(SCC(=O)NC2CCCC2)nnc1-c1ccccc1
→ 0	11	6	-2	0.1	96	-4	8	2	14
> COc1ccc(NC(=O)CCN2C(=O)NC3(CCCC3)C2=O)cc1Cl
→ -2	9	-3	1	-0.8	96	-16	7	2	0
> Cc1ccc(CN2CCC(CNC(=O)c3ccc(NC(=O)C4=CSCCO4)cc3)CC2)cc1
→ -2	-2	5	-2	-0.2	96	-4	3	-4	13
> CCOC(=O)CSc1ccc2nnc(-c3ccccc3)n2n1
→ -5	-7	9	-1	-0.6	100	-6	0	1	2
> COc1ccc(CNC(=O)COC(=O)c2ccc3ccccc3n2)cc1
→ -7	-3	8	2	-2.6	103	-4	2	4	-1
> CC1=C(C(=O)OCCCCCl)C(c2cc3c(cc2Br)OCO3)NC(=O)N1 (centres undefined)
→ -4	4	14	-6	-0.3	100	-19	14	-1	-4
> COc1ccccc1CNC(=O)c1cc(C2CC2)nc2c1cnn2C(C)C
→ 2	-3	-3	5	0.3	94	-6	-7	1	6
> CCCN(C)C[C@H]1Oc2cc(C#Cc3ccc(F)cc3)ccc2S(=O)(=O)N([C@H](C)CO)C[C@@H]1C
→ 3	-3	-1	-14	2.5	103	-7	10	-3	-1
> C=CCN1C(=NC(=O)COc2ccc(Cl)cc2)SC2CS(=O)(=O)CC21 (centres undefined)
→ 4	-1	0	4	-0.2	100	-14	-7	1	4
> CCOC(=O)N1CCN(S(=O)(=O)N2CCCC(C(=O)NCc3ccc(OC)cc3)C2)CC1 (centres undefined)
→ -9	2	-6	5	-0.5	101	-13	1	1	-3
> CCOC(=O)C1CCN(S(=O)(=O)c2ccc(OC)c(C(=O)N3CCCCCC3)c2)CC1
→ -2	-6	2	-3	-0.4	80	-7	2	0	9

Rewritten field by field: part of the list above
structure: CCOC(=O)N1CCN(S(=O)(=O)N2CCCC(C(=O)NCc3ccc(OC)cc3)C2)CC1 (centres undefined)
  PDI inh: -9	m5-HT2A agonist: 2	MC4R antagonist: -6	H9c2 protect: 5	MC4R ag barr: -0.5	ABCB6 inh MLPCN: 101	CaV13 ICDI inh: -13	ABHD5 PLIN5 PPI: 1	Glyco luc inh: 1	Granule exo inh: -3

structure: O=C1c2ccccc2-c2nc3ccccc3n21
  PDI inh: -5&1	m5-HT2A agonist: 8&1	MC4R antagonist: 10&4	H9c2 protect: -8&-10	MC4R ag barr: 0.4&1.7	ABCB6 inh MLPCN: 104&99	CaV13 ICDI inh: -4	ABHD5 PLIN5 PPI: -6&1	Glyco luc inh: -3&2	Granule exo inh: -4&-2

Looked up above:
O=C(CSc1nnc2n(C3CCCC3)c(=O)c3ccccc3n12)N1CCCCCC1 in H9c2 protect reads 7
CC1=C(C(=O)OCCCCCl)C(c2cc3c(cc2Br)OCO3)NC(=O)N1 (centres undefined) in ABHD5 PLIN5 PPI reads 14
CCOC(=O)C1CCN(S(=O)(=O)c2ccc(OC)c(C(=O)N3CCCCCC3)c2)CC1 in ABHD5 PLIN5 PPI reads 2
CCOC(=O)N1CCN(S(=O)(=O)N2CCCC(C(=O)NCc3ccc(OC)cc3)C2)CC1 (centres undefined) in MC4R antagonist reads -6

Later entries
Value order: PDI inh	m5-HT2A agonist	MC4R antagonist	H9c2 protect	MC4R ag barr	ABCB6 inh MLPCN	CaV13 ICDI inh	ABHD5 PLIN5 PPI	Glyco luc inh	Granule exo inh
> C/C(=N\NC(=O)OC(C)(C)C)c1ccccc1Br
→ 1	3	12	-5	-2.8	107	2	8	1	-2
> CC(C)C(OC(=O)/C=C/c1ccc2c(c1)OCO2)C(=O)NC(N)=O (centres undefined)
→ 8	7	1	0	-3.1	93	-18	0	0	1
> CCC(C)(C)NC(=O)C(c1cccc(OC)c1OC)N(CCC(C)C)C(=O)CCC(=O)Nc1cc(C)on1 (centres undefined)
→ -2	1	1	-1	1.4	105	6	1	1	8
> COC(=O)[C@@]12C[C@@H](CC(=O)NCc3ccc(OC)c(OC)c3)C(=O)N(Cc3ccc4c(c3)OCO4)C1=CCC(C)(C)C2
→ .	5	.	.	.	.	-10	-7	.	8
> COc1ccc(S(N)(=O)=O)cc1C(N)=O
→ -4	-2	12	5	0.0	99	-3	4	1	-2
> CC(=O)c1ccc(NC(=O)Nc2ccc([N+](=O)[O-])cc2)cc1
→ 11	11	7	1	1.2	98	-4	4	1	2
> Cc1nc(-c2cc(-c3ccc(Cl)cc3)no2)cs1
→ 11	-1	3	-17	0.5	95	-4	-1	-8	-7
> Cc1cc2n(n1)SC(Nc1ccc(F)cc1)N2 (centres undefined)
→ -12	0	9	0	-0.9	87	-3	1	0	1
> CCOC1=C2CN(S(=O)(=O)c3ccc(C)cc3)[C@H](c3ccccc3)C[C@@H]2N(S(=O)(=O)c2ccc(C)cc2)[C@H](c2cccc(C)c2)C1
→ .	5	.	0	.	93	.	3	-7	-3
> CC1CCN(c2c(NCc3ccc(C(=O)NCCc4ccc(Cl)cc4)cc3)c(=O)c2=O)CC1
→ 2	-4	11	-7	-0.4	94	-5	4	1	0
> CCN1CCCC(CO)(Cc2ccccc2)C1 (centres undefined)
→ 2	1	18	1	-2.3	101	-1	0	0	-1
> COc1cc(/C=C2\SC(=S)N(NS(=O)(=O)c3ccc(C)cc3)C2=O)cc(OC)c1OC
→ -6	-2	17	-1	-1.3	102	-3	-2	0	0
> CCOC(=O)C1CCN(C(=O)c2ccc(Br)o2)CC1
→ -4	5	8	0	-0.5	99	-2	-5	0	0
> O=C(COc1nncc2ccccc12)NCCC1=CCCCC1
→ 9	-3	-3	-2	-0.9	97	-4	3	0	-1
> Cc1cc(OC(=O)c2cccc(C(F)(F)F)c2)c([N+](=O)[O-])c(=O)[nH]1
→ 1	1	0	2	-2.6	90	-6	1	0	-5
> COc1ccc(NC(=O)c2cc(C3CCCCN3C(=O)OCC(C)C)on2)c(C)c1 (centres undefined)
→ 13	1	-1	-2	0.3	98	-11	4	1	4
> COc1ccc(S(=O)(=O)CCC(=O)N2CCN(c3ccc(C(C)=O)cc3)CC2)cc1
→ -2	11	17	-2	-2.6	101	-7	5	-1	0
> CCCn1c(N)c(N(CCOC)C(=O)CSc2cc(C)c3ccccc3n2)c(=O)[nH]c1=O
→ -1	-3	15	0	-0.8	97	-6	0	2	-2
> CCOCCCNC(=O)COC(=O)/C=C/c1ccc(S(=O)(=O)N2CCc3ccccc32)cc1
→ -3	3	3	6	-1.0	101	-6	5	3	-2
> Cn1c(=O)[nH]c(=O)c2c1nc(N/N=C/c1ccncc1)n2Cc1ccc(F)cc1
→ -4	-6	-6	7	-0.3	95	2	6	19	2

Record cards, as listed above. Order of values: PDI inh | m5-HT2A agonist | MC4R antagonist | H9c2 protect | MC4R ag barr | ABCB6 inh MLPCN | CaV13 ICDI inh | ABHD5 PLIN5 PPI | Glyco luc inh | Granule exo inh
CCOC(=O)C1CCN(C(=O)c2ccc(Br)o2)CC1 as listed: -4 | 5 | 8 | 0 | -0.5 | 99 | -2 | -5 | 0 | 0
COc1ccc(NC(=O)c2cc(C3CCCCN3C(=O)OCC(C)C)on2)c(C)c1 (centres undefined) as listed: 13 | 1 | -1 | -2 | 0.3 | 98 | -11 | 4 | 1 | 4
CCOCCCNC(=O)COC(=O)/C=C/c1ccc(S(=O)(=O)N2CCc3ccccc32)cc1 as listed: -3 | 3 | 3 | 6 | -1.0 | 101 | -6 | 5 | 3 | -2
Cc1cc2n(n1)SC(Nc1ccc(F)cc1)N2 (centres undefined) as listed: -12 | 0 | 9 | 0 | -0.9 | 87 | -3 | 1 | 0 | 1
C/C(=N\NC(=O)OC(C)(C)C)c1ccccc1Br as listed: 1 | 3 | 12 | -5 | -2.8 | 107 | 2 | 8 | 1 | -2

Bioassay records as filed in PubChem.
